Pf gametocyte: P. falciparum stage V gametocyte viability inhibition; P. falciparum stage V gametocytes, ATP luminescence, 24 h; inhibition, % at 10.9 µM; hit rate 0.065% among 150,000; AID 743093;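 active means inhibition above the mean plus 3 SD of compounds within the control limits, set per campaign, cut at about 38% in these data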;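 further: 0% = DMSO wells and 100% = medium only without gametocytes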
Rab2 wt GTP: changes GTP binding to wildtype dog Rab2A, up or down. P61105. GST-Rab2 wt beads, Bodipy-GTP binding, flow cytometry. GTP binding activity, % at 10 µM. hit rate 0.19% among 190,000;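 active means GTP binding activity at least 20 points away from 100%, either lowered or raised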;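 further: 0% = beads with excess unlabeled GTP and 100% = no-compound control corrected for plate trend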
Avidin fluor: avidin bead compound fluorescence profile | Avidin beads, compound fluorescence 488/530 nm, flow cytometry; hits give high values | hit rate 0.38% among 220,000 | AID 1775 | fluorescence (KMESF) at 10 µM; in the data active means fluorescence above about 47; further: inactives centre near 10
Rac1 act GTP bind: modulators of GTP binding to human Rac1 activated mutant; hit rate 0.11% among 190,000; AID 764; GST-Rac1 activated beads, fluorescent GTP binding, flow cytometry; actives lie on both sides; 100% means binding = to untreated wells; percent activity (GTP binding), % at 10 µM; P63000;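 active means GTP binding at least 20 percentage points away from the 100% baseline, in either direction, so actives lie on both sides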
Mcl1 Bid PPI: Mcl-1/Bid interaction inhibition; TR-FRET Mcl-1/Bid-Dy647 peptide binding, 1536-well; inhibition, % at 21.7 µM; hit rate 0.97% among 220,000; AID 1021;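 active means compounds that cut the binding signal by more than half at the single screening dose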;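 further: His-tagged Mcl-1 with europium anti-His antibody binding Bid BH3 peptide; 0% = Mcl-1 plus peptide wells and 100% = peptide-only wells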
Target sequence (Q07820 whole entry, looked up): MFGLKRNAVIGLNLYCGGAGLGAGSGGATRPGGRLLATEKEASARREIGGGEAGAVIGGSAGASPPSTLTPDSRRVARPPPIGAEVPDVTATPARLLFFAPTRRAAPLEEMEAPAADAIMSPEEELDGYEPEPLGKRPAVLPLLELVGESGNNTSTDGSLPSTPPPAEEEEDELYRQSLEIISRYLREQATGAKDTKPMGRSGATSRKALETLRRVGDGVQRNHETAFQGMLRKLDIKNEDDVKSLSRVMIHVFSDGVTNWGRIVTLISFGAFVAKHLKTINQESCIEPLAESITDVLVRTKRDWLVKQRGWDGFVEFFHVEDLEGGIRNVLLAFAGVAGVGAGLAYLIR
Rac1 wt GTP bind: modulators of human Rac1 wildtype GTP binding. AID 757. GST-Rac1 beads, fluorescent GTP binding, flow cytometry; actives lie on both sides; 0 = cold GTP competed, 100 = untreated. GTP binding activity (% of control), % at 10 µM. hit rate 0.27% among 190,000;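 active means GTP binding activity at least 20 points away from the 100% control level, either lower or higher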
Cdc42 wt GTP: changes GTP binding to wildtype human Cdc42; P60953; GST-Cdc42 beads, Bodipy-GTP binding, flow cytometry; actives lie on both sides; percent activity (GTP binding), % at 10 µM; hit rate 0.2% among 190,000;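 active means percent activity GTP binding at least 20 points away from the 100% baseline, either down as inhibitor or up as activator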;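 further: median bead fluorescence of bound Bodipy-FL-GTP at 100 nM; 0% = excess unlabeled GTP control and 100% = no compound control; below 100% means less GTP binding so inhibitor and above means activator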
Target sequence (P60953 whole entry, looked up): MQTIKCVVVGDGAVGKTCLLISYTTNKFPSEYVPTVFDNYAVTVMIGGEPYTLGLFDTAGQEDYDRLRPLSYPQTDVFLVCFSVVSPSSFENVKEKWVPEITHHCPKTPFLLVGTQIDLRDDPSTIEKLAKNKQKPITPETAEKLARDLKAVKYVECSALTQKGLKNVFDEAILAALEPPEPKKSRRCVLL
HRas wt GTP bind: human HRas wildtype GTP binding, change in either direction; GST-Ras wt beads, Bodipy-FL-GTP binding, flow cytometry; actives lie on both sides; hit rate 0.14% among 190,000; GTP binding activity, % at 10 µM; P01112;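 active means GTP binding activity at least 20% away from the 100% baseline, either lowered as inhibitor or raised as activator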;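 further: 0% = unlabeled GTP competition control and 100% = no-compound control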
Target sequence (P01112 whole entry, looked up): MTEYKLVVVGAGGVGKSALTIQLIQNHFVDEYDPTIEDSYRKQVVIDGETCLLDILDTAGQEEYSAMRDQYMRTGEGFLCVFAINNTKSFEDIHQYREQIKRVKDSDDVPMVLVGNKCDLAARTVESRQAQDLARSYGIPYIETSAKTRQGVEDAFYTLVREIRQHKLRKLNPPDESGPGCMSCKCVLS
Rab7 wt modul: dog Rab7 wildtype GTP binding, inhibitors and activators; GST-Rab7 beads, fluorescent GTP binding, flow cytometry; actives lie on both sides; untreated = 100%, excess cold GTP = 0%; AID 758; hit rate 0.055% among 190,000; GTP binding activity (percent of control), % at 10 µM;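 active means fluorescent GTP binding to Rab7 beads changed by at least 20 points from the 100% baseline, either direction, mostly lower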;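 further: median green fluorescence of bound Bodipy-FL-GTP per Rab7 bead population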
Bim-Mcl-1: inhibitors of Bim-Mcl-1 interaction, human. inhibition, % at 10 µM. hit rate 0.1% among 190,000. AID 1009. Bead-based flow cytometry, Bim peptide-Mcl-1 binding; in the data active means inhibition above about 40%;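 further: 0% = no compound tracer wells and 100% = peptide blocker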
Mcl1 Noxa PPI: Mcl-1/Noxa interaction inhibition. AID 1022. Q07820. hit rate 1.5% among 220,000. TR-FRET Mcl-1/Noxa peptide binding, 2 h. inhibition, % at 21.7 µM;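 active means compounds that cut the protein-peptide binding signal by more than 50% relative to plate controls in a single-dose test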;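 further: His-tagged Mcl-1 with rhodamine Noxa BH3 peptide and terbium anti-His antibody; 0% = Mcl-1 plus Noxa peptide wells and 100% = peptide-only wells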
The depositor's hits bear a star; x = no result given.

Preview (2 entries):
SMILES	Pf gametocyte	Rab2 wt GTP	Avidin fluor	Rac1 act GTP bind	Mcl1 Bid PPI	Rac1 wt GTP bind	Cdc42 wt GTP	HRas wt GTP bind	Rab7 wt modul	Bim-Mcl-1	Mcl1 Noxa PPI
CC(C)CN(CC(C)C)S(=O)(=O)N1CCC(C(=O)NC2CCCCCCC2)CC1	x	98.0	4	96.0	-5.3	96.0	95.0	99.0	101.0	1.0	3.5
O=S(=O)(c1ccc(Oc2ccc(-c3nnco3)cc2)nc1)N1CCC(Cc2ccccc2)CC1	x	97.0	14	95.0	59.2*	102.0	98.0	98.0	99.0	-1.0	-75.4

All compounds of this part, previewed entries included:
SMILES	Pf gametocyte	Rab2 wt GTP	Avidin fluor	Rac1 act GTP bind	Mcl1 Bid PPI	Rac1 wt GTP bind	Cdc42 wt GTP	HRas wt GTP bind	Rab7 wt modul	Bim-Mcl-1	Mcl1 Noxa PPI
CC(C)CN(CC(C)C)S(=O)(=O)N1CCC(C(=O)NC2CCCCCCC2)CC1	x	98.0	4	96.0	-5.3	96.0	95.0	99.0	101.0	1.0	3.5
O=S(=O)(c1ccc(Oc2ccc(-c3nnco3)cc2)nc1)N1CCC(Cc2ccccc2)CC1	x	97.0	14	95.0	59.2*	102.0	98.0	98.0	99.0	-1.0	-75.4
COc1ccccc1N1CCN(CC(O)COCCOc2ccc(Br)cc2)CC1 (configuration not stated)	-14.6	97.0	16	98.0	-9.9	101.0	100.0	97.0	101.0	11.0	9.3
COc1ccc(S(=O)(=O)N2CCCCC2)cc1NC(=O)c1cc(C)on1	-6.7	96.0	11	95.0	-32.3	93.0	94.0	94.0	92.0	0.0	5.9
CCCCCNCc1cccn1C	x	104.0	10	98.0	-54.0	101.0	98.0	99.0	103.0	0.0	16.7
COC(=O)c1sccc1NC(=O)c1c(C)noc1C	x	99.0	33	101.0	17.3	101.0	100.0	101.0	97.0	1.0	9.6
CCc1ccc(C2CC(=O)Nc3c2c(=O)nc2c(C)cccn32)cc1 (configuration not stated)	-3.9	93.0	5	93.0	-77.3	98.0	93.0	92.0	94.0	22.0	20.7
O=C(CN1CCCCCC1)Nc1ccc(Oc2ccccc2)cc1	20.7	98.0	5	101.0	-6.5	103.0	99.0	99.0	97.0	-3.0	22.9
CN(C(=O)C1CCOC1)c1nnc(-c2ccccn2)s1 (configuration not stated)	14.9	103.0	8	99.0	4.5	103.0	101.0	101.0	104.0	-3.0	-10.2
CCOC(=O)c1c(CN2CCCCC2)n(C)c2ccc(OC)c(S(=O)(=O)c3ccccc3)c12	2.7	104.0	7	101.0	-16.9	111.0	104.0	101.0	100.0	-5.0	14.3
CCOCCCNS(=O)(=O)c1ccc(NC(=O)C2CC(=O)N(c3ccc(C)cc3)C2)cc1 (configuration not stated)	12.6	105.0	11	97.0	7.1	110.0	104.0	102.0	109.0	2.0	7.8
Clc1cccc(Cl)c1COc1ccccc1CNn1cnnc1	4.6	103.0	9	96.0	-15.2	103.0	99.0	100.0	107.0	-2.0	6.4
CCOC(=O)c1cn(CC2CC2)c2cc(F)c(F)cc2c1=O	3.2	98.0	54*	94.0	-8.9	99.0	98.0	96.0	104.0	11.0	0.2
CCOC(=O)c1cnn(-c2ccc(F)cc2)c1N	x	99.0	5	97.0	-27.2	97.0	97.0	98.0	101.0	-2.0	-15.4
COc1ccc(NC(=O)c2cccc(NC(=O)C(C)C)c2)c([N+](=O)[O-])c1	4.3	98.0	8	97.0	8.3	102.0	102.0	101.0	97.0	-4.0	23.9
C=Cn1c(N2CCOCC2)nc2c1c(=O)[nH]c(=O)n2C	15.7	103.0	9	95.0	-22.6	103.0	101.0	100.0	101.0	3.0	12.3
CCOc1ccc(Cl)cc1S(=O)(=O)N1CCN(c2ccc(C)c(C)c2)CC1	-7.9	100.0	5	100.0	-21.2	103.0	100.0	98.0	95.0	-1.0	6.4
CN=C1SC(CC(=O)Nc2ccccc2F)C(=O)N1/N=C/c1ccc(O)c(OC)c1 (configuration not stated)	-9.4	98.0	10	94.0	-23.5	95.0	97.0	98.0	103.0	0.0	32.8
CCCN1CCN(c2nc3c([nH]2)c(=N)ncn3CC(O)CO)CC1 (configuration not stated)	x	101.0	7	102.0	-44.2	106.0	106.0	101.0	100.0	2.0	8.6
C#CCSc1nc(N)c2c(n1)OC(N)=C(C#N)C2c1cccnc1 (configuration not stated)	7.6	94.0	12	91.0	-5.6	89.0	88.0	93.0	101.0	-1.0	1.9
Cc1nn(-c2ccccc2)c(N)c1N=Nc1ccc(Cl)cc1	13.8	98.0	8	99.0	-31.9	103.0	101.0	98.0	94.0	1.0	1.9
CCCCCC(=O)Nc1ccc2oc(-c3cncc(Br)c3)nc2c1	17.8	103.0	5	100.0	-13.5	103.0	103.0	103.0	102.0	-1.0	0.7
C=CCn1c(COc2ccccc2)nnc1SCC(=O)C(C)(C)C	x	101.0	8	101.0	-18.0	105.0	98.0	99.0	103.0	0.0	13.6
O=[N+]([O-])c1nn(-c2ccc3c(c2)OCCO3)n(O)c1=NC1CCCCC1	7.1	102.0	28	101.0	-25.2	108.0	100.0	101.0	101.0	-3.0	0.5
NC(N)=N/N=C/c1ccc(OS(=O)(=O)c2ccccc2)cc1	9.6	102.0	10	99.0	-22.2	104.0	98.0	99.0	106.0	3.0	14.2
COc1ccc(/C=N/NC(=O)c2cccc([N+](=O)[O-])c2)cc1OC(=O)c1ccc(C)cc1	x	101.0	9	103.0	-7.3	108.0	106.0	101.0	97.0	-3.0	-21.8
Clc1ccc(-c2nnc3sc(Cc4cccs4)nn23)cc1	x	101.0	22	99.0	-8.7	107.0	103.0	101.0	101.0	-1.0	0.1
O=C(O)CCCN1C(=O)c2ccc(C(=O)c3cccc([N+](=O)[O-])c3)cc2C1=O	7.5	102.0	9	96.0	-27.6	101.0	97.0	102.0	105.0	2.0	7.4
O=C(Nc1cnn(C23CC4CC(CC(C4)C2)C3)c1)c1cc(-c2ccccc2)on1	x	99.0	6	97.0	-15.3	101.0	101.0	99.0	99.0	1.0	16.2
CCC1=NN2C(=N)/C(=C\c3cccn3-c3cccc(Cl)c3)C(=O)N=C2S1	-20.4	90.0	19	87.0	-65.3	93.0	86.0	90.0	96.0	0.0	41.2
O=C(CN(c1ccccc1)S(=O)(=O)c1ccccc1)N/N=C/c1ccco1	-5.9	99.0	15	96.0	-9.8	101.0	98.0	100.0	102.0	0.0	13.6
O=[N+]([O-])c1ccccc1C1Nc2cccc3cccc(c23)N1	2.0	92.0	12	98.0	-2.9	93.0	92.0	92.0	95.0	-1.0	22.5
COCCNC(=O)C(c1ccc(F)cc1)N(CC1CCCO1)C(=O)CCC(=O)Nc1ccccn1 (configuration not stated)	12.6	99.0	34	98.0	-5.4	102.0	100.0	97.0	99.0	-3.0	3.9
O=S(=O)(c1ccc(Cl)cc1)N1CCC(O)(c2cccnc2)CC1	x	100.0	13	99.0	-10.9	103.0	104.0	101.0	100.0	-4.0	-16.5
COc1ccc(C2CC(=O)c3sc(N)nc3C2)cc1 (configuration not stated)	x	102.0	9	97.0	-45.6	98.0	102.0	102.0	100.0	0.0	-47.7
O=C(NCc1ccco1)C1Cc2ccccc2CN1C(=O)c1ccco1 (configuration not stated)	-5.6	103.0	9	99.0	-32.0	100.0	101.0	101.0	104.0	0.0	14.3
CCc1ccc2[nH]c(=O)c(CN(CCN(C)C)C(=S)NCc3ccco3)cc2c1	x	97.0	13	96.0	-29.8	97.0	98.0	97.0	105.0	-2.0	8.5
CCOC(=O)CSc1nc2c(sc(=S)n2-c2ccccc2OC)c(=O)n1Cc1ccco1	-0.4	97.0	22	96.0	-3.5	101.0	98.0	97.0	99.0	-4.0	16.8
CC1=C(C(=O)Nc2nc3ccccc3s2)C(c2ccco2)C(C#N)=C(SCC(=O)NC2CCCCC2)N1 (configuration not stated)	11.1	99.0	5	99.0	-47.1	99.0	98.0	101.0	96.0	-2.0	-31.2
Cn1cc(S(=O)(=O)N2CCN(c3ccccc3F)CC2)c(=O)n(C)c1=O	x	102.0	7	101.0	-10.7	106.0	104.0	103.0	103.0	-1.0	1.9
O=C(c1ccc2c(c1)OCO2)N1CCCN(C(=O)c2ccc3c(c2)OCO3)CC1	x	102.0	9	103.0	-17.5	110.0	104.0	104.0	103.0	2.0	-3.5
CCOC(=O)C1=C(CC)NC2=C(C(=O)CCC2)C1c1ccc(OC)c(OC)c1 (configuration not stated)	-8.8	102.0	9	99.0	-27.6	100.0	100.0	101.0	102.0	1.0	0.8
O=C(c1cccc(NS(=O)(=O)c2cccc([N+](=O)[O-])c2)c1)N1CCOCC1	-16.4	96.0	9	95.0	-3.0	98.0	99.0	96.0	96.0	0.0	5.3
O=c1cc(-c2ccc([N+](=O)[O-])cc2)nc2cc(-c3ccc(F)cc3)[nH]n12	x	88.0	5	92.0	-46.4	92.0	96.0	92.0	94.0	0.0	64.6*
Cn1nc(C(=O)N2CCc3ccccc3C2)c2ccccc2c1=O	-0.2	91.0	11	92.0	2.7	92.0	95.0	93.0	92.0	-4.0	-1.4
CCOc1ccccc1N(C(=O)c1ccccc1Cl)C1=NC(C)(C)CS1	-13.0	97.0	10	92.0	-12.4	98.0	98.0	97.0	109.0	1.0	4.6
Cc1cc(C)cc(C(=O)OCC(=O)NCc2cccs2)c1	-4.9	97.0	5	99.0	-9.2	100.0	99.0	97.0	97.0	-3.0	0.2
O=C(O)C1NCCc2ccccc21 (configuration not stated)	x	99.0	5	97.0	-2.0	100.0	99.0	100.0	99.0	0.0	-0.2
CCOc1ccc(S(=O)(=O)N(CC(=O)NC2CCCCC2C)Cc2ccco2)cc1 (configuration not stated)	-7.3	97.0	18	94.0	-18.1	98.0	96.0	98.0	96.0	-1.0	16.6
O=C(NCc1cccs1)C1CCCN1S(=O)(=O)c1ccccc1F (configuration not stated)	8.2	104.0	6	99.0	-1.8	106.0	105.0	101.0	99.0	-1.0	16.2
O=C(Cc1ccccc1)NNC1CC(=O)N(c2ccc(Cl)cc2)C1=O (configuration not stated)	x	95.0	11	97.0	-15.3	100.0	97.0	99.0	98.0	2.0	2.5
CS(=O)(=O)NCc1nnc(SCc2c(F)cccc2Cl)o1	8.6	97.0	7	95.0	-54.9	97.0	97.0	96.0	97.0	2.0	28.6

3 compounds picked at random from the list so far:
SMILES	Pf gametocyte	Rab2 wt GTP	Avidin fluor	Rac1 act GTP bind	Mcl1 Bid PPI	Rac1 wt GTP bind	Cdc42 wt GTP	HRas wt GTP bind	Rab7 wt modul	Bim-Mcl-1	Mcl1 Noxa PPI
C#CCSc1nc(N)c2c(n1)OC(N)=C(C#N)C2c1cccnc1 (configuration not stated)	7.6	94.0	12	91.0	-5.6	89.0	88.0	93.0	101.0	-1.0	1.9
COc1ccc(S(=O)(=O)N2CCCCC2)cc1NC(=O)c1cc(C)on1	-6.7	96.0	11	95.0	-32.3	93.0	94.0	94.0	92.0	0.0	5.9
CCOc1ccccc1N(C(=O)c1ccccc1Cl)C1=NC(C)(C)CS1	-13.0	97.0	10	92.0	-12.4	98.0	98.0	97.0	109.0	1.0	4.6
